Compound activity as filed in PubChem.
EP2 mod – EP2 receptor modulators, cAMP readout, primary screen, cell-based, HTRF cAMP, PGE2 stimulation | Prostaglandin E2 receptor EP2 subtype (Homo sapiens), P43116 | EP2-expressing cells, cAMP HTRF FRET, PGE2 co-stimulation | induction, % at 25 µM | actives 0.83% (n = 260,000);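 active = compounds whose cAMP rise, as percent of the full-agonist control response, exceeds 60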;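 note: rat C6 glioma line stably carrying human EP2 under a CMV promoter; the protocol text gives 20 µM as final concentration; 100% = response of wells given 1 µM PGE2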
14-3-3 Bad PPI – inhibitors of 14-3-3 zeta/Bad binding, primary screen, biochemical, TR-FRET, bovine 14-3-3 zeta | 14-3-3 protein zeta/delta (Bos taurus), P63103 | TR-FRET 14-3-3zeta/Dy647-pBad peptide displacement, 1 h | inhibition, % at 21.7 µM | actives 0.71% (n = 220,000) | AID 781, 2007;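 active = inhibition above about 70%, limit read from the data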;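 note: 0% = full 14-3-3 plus peptide FRET controls and 100% = background without 14-3-3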
Target sequence (P63103 whole entry, looked up): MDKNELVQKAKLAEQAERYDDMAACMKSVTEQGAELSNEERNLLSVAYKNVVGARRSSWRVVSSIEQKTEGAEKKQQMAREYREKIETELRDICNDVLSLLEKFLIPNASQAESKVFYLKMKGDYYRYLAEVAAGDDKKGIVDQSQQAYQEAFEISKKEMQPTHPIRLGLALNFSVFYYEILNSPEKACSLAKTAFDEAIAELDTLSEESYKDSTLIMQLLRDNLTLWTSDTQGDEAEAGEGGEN
Tb hexokinase – Trypanosoma brucei hexokinase 1 inhibitors, primary screen, biochemical, G6PDH-coupled NADH absorbance, MLSCN library. recombinant TbHK1, G6PDH-coupled NADH A340. actives 0.11% (n = 220,000). hexokinase 1 [Trypanosoma brucei]. inhibition, % at 10 µM;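 active = inhibition of 50% or more in the single-dose primary screen; inactive = inhibition below 50%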
Hck-Nef inh – inhibitors of Nef-activated human Hck kinase, primary screen, biochemical, Z-Lyte FRET, 384-well, Hck-YEEI | inhibition, % at 20 µM | Tyrosine-protein kinase HCK (Homo sapiens), P08631 | AID 463187, 2010 | actives 0.68% (n = 220,000) | Recombinant Hck-YEEI plus Nef, Z-Lyte FRET kinase assay;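 active = Hck-Nef kinase inhibition above about 50%, limit read from the data; inactive = inhibition below that limit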;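 note: 0% = DMSO with Hck plus Nef and 100% = Hck alone without Nef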
Target sequence (P08631 whole entry, looked up): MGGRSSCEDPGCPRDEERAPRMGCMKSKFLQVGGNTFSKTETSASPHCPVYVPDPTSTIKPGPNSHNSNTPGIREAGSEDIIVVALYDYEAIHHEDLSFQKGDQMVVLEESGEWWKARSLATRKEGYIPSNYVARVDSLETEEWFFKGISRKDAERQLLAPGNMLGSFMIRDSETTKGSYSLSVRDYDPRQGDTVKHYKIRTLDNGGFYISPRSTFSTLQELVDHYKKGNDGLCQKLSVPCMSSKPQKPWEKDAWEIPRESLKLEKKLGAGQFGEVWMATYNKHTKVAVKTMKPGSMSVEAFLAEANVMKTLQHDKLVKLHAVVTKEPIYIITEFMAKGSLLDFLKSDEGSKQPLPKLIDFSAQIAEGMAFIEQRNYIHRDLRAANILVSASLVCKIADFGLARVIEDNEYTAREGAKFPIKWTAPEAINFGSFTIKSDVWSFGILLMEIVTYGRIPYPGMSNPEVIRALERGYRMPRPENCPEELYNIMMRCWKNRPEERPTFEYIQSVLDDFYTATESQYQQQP
Rad51 HR inh – human RAD51 strand exchange inhibitors, primary screen, biochemical, fluorescence. DNA repair protein RAD51 homolog 1 (Homo sapiens), Q06609. hRad51 DNA strand exchange, fluorescence dequenching. inhibition, % at 10 µM. actives 0.085% (n = 200,000). AID 1385, 2008;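 active = inhibition above 40% at the single screening dose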;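 note: 0% = DMSO control wells and 100% = blanks with heterologous ssDNA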
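System: human Rad51 nucleoprotein filaments preassembled on unlabelled ssDNA. Reagent: labelled 47-mer dsDNA for strand exchange. Schedule: 30-min compound preincubation and 15-min exchange, both room temperature. Measured by: FRET fluorescence dequenching, excitation 485 nm, emission 520 nm. Read-out: Fluorescence-based percent inhibition, control- and blank-normalised. Benchmarks: plate controls and plate blanks.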
eIF4E 4G PPI – eIF4E–eIF4G protein interaction inhibitors, primary screen, biochemical, uHTS, TR-FRET, eIF4GI fragment; Eukaryotic translation initiation factor 4E (Mus musculus) + Eukaryotic translation …; TR-FRET eIF4E-eIF4GI(517-606) binding, 2 h; inhibition, % at 21.7 µM; actives 0.37% (n = 220,000); AID 782, 2007;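 active = inhibition above about 30%, limit read from the data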;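 note: 0% = full FRET control wells and 100% = background wells lacking eIF4GI fragment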
EP2 antag – human EP2 receptor antagonists, primary screen, TR-FRET cAMP, C6 glioma cells; Prostaglandin E2 receptor EP2 subtype (Homo sapiens), P43116; C6 glioma cells expressing human EP2; cells stimulated with saturating PGE2; inhibition, % at 25 µM; actives 0.52% (n = 260,000); AID 1422, 2008;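 active = percent inhibition above 40 after rounding to a whole number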;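 note: rat C6 glioma host cells with rolipram phosphodiesterase inhibitor present; the protocol text gives 20 µM as final concentration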
m-calpain inh – inhibitors of pig calpain II, primary screen, biochemical, fluorogenic peptide substrate, 1536-well. purified calpain II, 30 min. inhibition, % at 16 µM. actives 0.37% (n = 220,000). AID 1236, 2008;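 active = inhibition above about 50%, limit read from the data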
L929 necroptosis – inhibitors of zVAD-triggered necroptosis, primary screen, L929 cells. actives 0.38% (n = 220,000). viability rescue, % at 10 µM. L929 zVAD necroptosis rescue, ATP luminescence, 24 h; with zVAD 60 µM. AID 1377, 2008;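 active = activation, scaled between plate controls, above about 75%, limit read from the data; inactive = activation under that limit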;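 note: 0% = zVAD with DMSO and 100% = DMSO alone without zVAD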
Active calls of the source: *; . = no result given; & = joins results of further samples; [ ] = dose if it differs, or a comment. Not all compounds are listed; count on the stated rates, not on these rows.

SMILES	EP2 mod	14-3-3 Bad PPI	Tb hexokinase	Hck-Nef inh	Rad51 HR inh	eIF4E 4G PPI	EP2 antag	m-calpain inh	L929 necroptosis
COC(=O)c1ccc(OC(=O)c2cccnc2)cc1	19	-20	-10	0	.	0	5	-12	0.2
Cc1c(NC(=O)CN2CCN(C(=O)c3ccco3)CC2)c(=O)n(-c2ccccc2)n1C	24	15[fluorescence artefact?]	1	-2	6	0	7	1	0.0
Cc1ccc(C)c(SCC(=O)NCc2ccco2)c1	-3	-3	7	-1	1	-2	15	-25	-0.5
Nn1c(SCC(=O)Nc2ccc3c(c2)OCO3)nnc1-c1cccc(Cl)c1	14	-11[fluorescence artefact?]	7	1	1	-16	4	-61	0.0
CS/C(N)=N/N=C/c1c(O)ccc2ccccc12	-54	-23	-19	20	2	0	18	2	23
CCCCC(C(=O)OCC(=O)c1ccc(OC)cc1)N1C(=O)c2ccccc2C1=O (stereo not drawn)	6	0	-3	8	0	-1	17	7	-0.5
C=CCNC(=O)/C=C/c1cccs1	-3	1	-5	9	5	0	7	32	-1.1
Cc1ccccc1OCCNCC(C)O (stereo not drawn)	18	15	2	24	4	3	6	0	4.4
Cc1cc([N+](=O)[O-])nn1CCCC(=O)N1CCN(c2ccc(F)cc2)CC1	17	0[fluorescence artefact?]	-4	4	-14	7	5	23	.
CCCOc1ccc(-c2nnc(N)s2)cc1	25	6[fluorescence artefact?]	4	0	4	0	10	-10	0.1
CCOC(=O)C1CCN(CC(=O)Nc2cc(S(=O)(=O)N3CCOCC3)ccc2C)CC1	-34	23	3	27	22	-1	7	30	0.5
COc1cccc(C(=O)OCC(=O)c2c[nH]c3ccccc23)c1O	-53	2	-9	27	13	4	7	9	2.0
O=c1c(=NNc2ccccc2Cl)c(=O)c2ccccc12	16	9	-13	0	-7	1	7	-11	-0.4
Cc1nnc(Nc2ccc(C(=O)NCCO)cc2)c2ccccc12	-4	-1	-19	-2	12	3	8	-19	2.6
CCOC(=O)c1[nH]cnc1C(=O)NC1CCCCC1	29&-12	-3	-5	3	0	-10	3&5	-36	1.0
CSc1nsc(/C=C/Nc2ccc(C)c(C)c2)c1C#N	11	-7	-5	23	-116	-2	13	-43	1.9
CCOC(=O)/C(C#N)=C1/C(=O)N(Cc2ccccc2)c2ccccc21	-58	-8	-1	6	9	-3	10	-43	0.2
Cc1cn(S(=O)(=O)c2ccc(Br)c3ccccc23)cn1	14	-2	2	2	-2	0	6	4	0.2
COc1cc(/C=N/NC(=O)CN2CCCCC2)ccc1OCc1ccc(Br)cc1	-72	-15	6	1	.	0[fluorescence artefact?]	13	5	0.3
CCCn1c(NC(=O)c2ccc(F)cc2)nc2ccccc21	44	-14	-13	6	-1	-1	5	-78	4.4
CC1=C(C(=O)Nc2cc(C)ccn2)C(c2cnn(C)c2)C2=C(CC(c3ccccc3)CC2=O)N1 (stereo not drawn)	-4	-14[fluorescence artefact?]	-9	24	23	-5	8	-218	.
O=C(Cc1nc(=O)c2ccccc2s1)Nc1ccccc1	1	-3	-26	1	-9	-4	2	-36	0.4
CCCCCC(=O)Nc1cccc(C2=NOC3(C2)C[C@@H](C(N)=O)N(C(=O)CC(c2ccccc2)c2ccccc2)C3)c1 (stereo partly drawn)	5	-1	-10	19	0	-5	12	-12	-0.4
COc1cc(-n2cnnn2)ccc1S(=O)(=O)N1CCOCC1	15	7	6	7	1	-9	2	6	1.3
CCCOc1ccc(-c2nn(-c3ccccc3)cc2/C=C2\SC(N)=NC2=O)cc1	19	-2	-10	7	1	-3	17	-149	0.4
N#C/C(=C\c1ccc(C#N)cc1)C(=O)N1CCCC1	-46	-4	2	16	-5	-2	7	4	0.7
CSCC[C@H](NC(=O)c1ccc(Cl)c([N+](=O)[O-])c1)c1nc2ccccc2[nH]1	-39	-7	4	6	.	-1[fluorescence artefact?]	5	22	-0.7
CC(=O)N1CCC(=NNc2ccnc3cc(Cl)ccc23)CC1	-27	-8	-16	20	-3	0	5	-11	0.5
O=C(N/N=C/c1c(O)ccc2ccccc12)c1cccc(C(F)(F)F)c1	5	2[fluorescence artefact?]	4	-2	-138	0[fluorescence artefact?]	2	-156	6.0
COCCCN=Cc1c(C)[nH]n(-c2ccc(Br)c(C)c2)c1=O	-68	0	-13	1	.	-2	9	21	-0.8
O=C1C2C3CCC(C3)C2C(=O)N1Cc1ccco1 (stereo not drawn)	14	4[fluorescence artefact?]	1	6	2	19	3	-8	0.5
O=C(CP(=O)(c1ccccc1)c1ccccc1)Nc1cccc(CP(=O)(c2ccccc2)c2ccccc2)c1	12	-1	-2	10	-2	-3	12	-13	0.3
C#CCOCCOCCOCCNc1nc(N2CCN(C(=O)Cn3cc(CCCCN)nn3)CC2)nc(N2CCN(C(=O)Cn3cc(CC(C)O)nn3)CC2)n1 (stereo not drawn)	29	43	-4	-1	-6	4	11	-4	3.2
Cn1c(=O)c2c(nc(NNC(=O)C(F)(F)F)n2C)n(C)c1=O	13	-3	-10	-7	-2	-4	2	-33	-0.1
Cc1ccc(C)c(N(C)S(=O)(=O)c2ccc3[nH]cc(C(=O)NCCN4CCOCC4)c(=O)c3c2)c1	13	6	-7	-2	.	2	10	-43	.
COc1ccc(CC(=O)Nc2ccc(-c3nnc(-c4ccccc4)o3)cc2)cc1OC	11	55[fluorescence artefact?]	-21	3	-4	33*	5	-11	1.0
C/C(N)=C(/C#N)C(=O)COC(=O)c1cc(-c2ccc(C)cc2)nc2ccccc12	42	-3	-8	3	.	-2[fluorescence artefact?]	9	-150	0.0
O=S(=O)(Nc1ccc2c(c1)oc1ccccc12)N1CCCC1	-22	-4	-2	1	5	-2	13	-10	0.0
CCn1c(C)nc2cc(C(=O)N/N=C(\C)c3ccc(N4CCOCC4)cc3)ccc21	-29	1	-17	-2	9	1	7	18	0.8
N/C(=N\OC(=O)c1ccco1)c1ccc(Cl)cc1	-14	-4	-7	20	6	-2	7	-27	9.7
CSC1=NC(C(Cl)(Cl)Cl)N=C(c2ccc(C)cc2)N1 (stereo not drawn)	-11	-3	-2	10	3	0	5	-3	-1.4
COc1ccc(OC2C(=O)N(Cc3ccc(F)cc3)C2c2ccc(OC)c(OC)c2)cc1 (stereo not drawn)	24	-7	0	2	-7	-11	5	18	0.1
CCOC(=O)N1CCC(N(CCN(C)C)C(=S)Nc2cc(Cl)ccc2C)CC1	3	-16	-1	17	1	-2	9	-20	0.3
COc1ccccc1NC(=O)CSc1nnc(Cn2cnc3ccccc32)o1	12	-11	0	16	6	6	8	-17	2.6
O=C(Nc1ccc(Cl)cn1)c1ccc(-c2ccc(Cl)c(Cl)c2)o1	.	.	-4	7	5	.	14	.	0.0
O=C(CC1SCCNC1=O)Nc1cc(Cl)cc(Cl)c1 (stereo not drawn)	-9	-8	3	4	3	5[fluorescence artefact?]	7	-57	0.1
O=C(Nc1nc2cc3c(cc2s1)OCO3)C1CC1	-11	-2	-15	13	12	-8	5	-25	1.0
O=C(CSc1ccc(-c2cccnc2)nn1)N1CCCCCC1	15	-10	-1	17	3	-3	8	21	2.1
COc1ccc(CN2C(=O)c3ccccc3C(/C=N\OCc3ccc(F)cc3)C2=O)cc1 (stereo not drawn)	-14	-8	-5	0	-9	4	12	-181	0.5
O=S(=O)(Cc1ccccc1)N1CCCCC1	-18	4	-5	7	-2	3	5	-19	-0.6
COC(=O)Cn1ncn2cccc2c1=O	21	5[fluorescence artefact?]	1	0	-4	1	16	-9	1.3
COc1ccccc1-c1noc(CCC(=O)Nc2ccccc2Cl)n1	-9	9	4	8	0	5	5	-9	1.2
Nc1ccccc1CNc1nc(NCCO)nc2c1ncn2CCN1CCOCC1	-7	35	-16	23	-2	-3	7	-20	-0.4
Clc1ccc(C(c2nnnn2C2CCCCC2)N(Cc2cccnc2)Cc2ccco2)cc1 (stereo not drawn)	38&32	0	0	1	3	-4	9&5	5	0.6
O=C(COc1ccc(Cl)cc1Cl)N/N=C/c1ccc(OC2OC(CO)C(O)C(O)C2O)cc1 (stereo not drawn)	-7	-6	1	9	.	1	2	-37	0.9
